# Screening data (PubChem)
# MsrA inh – bovine MsrA enzyme inhibitors, primary screen, biochemical, absorbance, HTS; Methionine sulfoxide reductase A (Bos taurus); actives 0.75% (n = 360,000); inhibition, % at 15.5 µM; purified bovine MsrA, absorbance read-out; in the data active = inhibition above about 4.5%;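 also: 0% = vehicle wells with enzyme and 100% = reference inhibitor wells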
# bovine MsrA act – bovine MsrA enzyme activators, primary screen, biochemical, absorbance, HTS. actives 0.3% (n = 360,000). purified bovine MsrA, absorbance read-out. Methionine sulfoxide reductase A (Bos taurus). activation, % at 10.6 µM. AID 602163, 2012; in the data active = activation above about 7.5%;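 also: 0% = vehicle and 100% = reference activator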
# MT1-MMP act inh – blockers of MT1-MMP proenzyme processing, primary screen, HT1080 RFP-PRO-GFP cells, GFP/RFP fluorescence; actives 0.061% (n = 360,000); Matrix metalloproteinase-14 (Homo sapiens), P50281; GFP/RFP ratio fluorescence, overnight; percent of plate control window, DMSO zero; AID 651647, 2012; GFP/RFP ratio change, % at 20 µM;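 active = GFP/RFP ratio change of at least 30% with cell ATP level not reduced by more than half and red fluorescence within 50% of control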; also: strong numbers were not always called active
#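 Assay system: RFP-PRO-GFP reporter HT1080 cells; read-out basis: GFP/RFP fluorescence ratio; benchmarks: DMSO wells and RFP-L50D-GFP cells; doses: 20 µM single dose, 1% DMSO; schedule: overnight cell settling, then overnight compound exposure, 37 °C, 5% CO2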
# TbMetRS inhib – T. brucei MetRS inhibitors, primary screen, biochemical, luminescence; methionyl-tRNA synthetase (Trypanosoma brucei brucei); purified T. brucei MetRS, ATP depletion, Kinase-Glo luminescence; inhibition, % at 11.9 µM; actives 0.4% (n = 360,000);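 active = inhibition above a per-plate cutoff of the control wells' mean inhibition plus 3 SD, cut at about 5.5% in these data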;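 also: 0% = DMSO wells median and 100% = median of wells with control inhibitor compound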
#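 Material – parasite MetRS enzyme · Medium – HEPES-MgCl2-KCl buffer plus DTT, spermine, BSA, pyrophosphatase · Reagent – ATP, methionine and E. coli bulk tRNA substrates · Times – 15 min enzyme-compound preincubation, 2 h reaction, 10 min detection, 25 °C · Measured by – luminescence of leftover ATP · Evaluation – percent inhibition relative to median high and low control wells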
# FAS TE block – FAS thioesterase domain inhibitors, primary screen, biochemical, fluorescence intensity, uHTS; recombinant FAS-TE, OMFH fluorogenic substrate, fluorescence endpoint; inhibition, % at 15 µM; actives 0.67% (n = 360,000); AID 602261, 2012;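 active = compounds whose normalised, plate-corrected inhibition of enzyme fluorescence in the single-dose primary screen is 50% or more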;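 also: 0% = DMSO with enzyme and 100% = substrate without enzyme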
# CendR NRP1 mod – modulators of CendR peptide binding to NRP-1, primary screen, biochemical, fluorescence polarization, uHTS. FAM-RPARPAR peptide binding to NRP-1. inhibition, % at 25 µM. actives 0.85% (n = 360,000). AID 602438, 2012;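 active = inhibition or corrected inhibition above about 18%, plus a signal ratio from 0.5 to 1.5, limit read from the data, passing the limit was not always enough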; also: strong numbers were not always called active
# MLLE-PAM2 inh – inhibitors of PABP1 MLLE–PAM2 peptide binding, primary screen, biochemical, fluorescence polarization, FITC-PAM2, GST-MLLE. AID 588489, 2011. actives 0.36% (n = 360,000). inhibition, % at 20 µM; in the data active = inhibition above about 35%, passing the limit was not always enough;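 also: plate controls were DMSO wells with GST-MLLE for no effect and wells lacking GST-MLLE protein for full effect; some results filed as inactive read as strong as hits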
# E coli Lon inh – inhibitors of E. coli Lon protease, primary screen, biochemical, fluorescence polarization | AID 602123, 2011 | inhibition, % at 7.94 µM | P0A9M0 | purified E. coli Lon protease | actives 0.42% (n = 360,000); in the data active = inhibition above about 13%, passing the limit was not always enough;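 also: 0% = enzyme with probe and DMSO and 100% = no enzyme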
# Target sequence (P0A9M0 whole entry, looked up): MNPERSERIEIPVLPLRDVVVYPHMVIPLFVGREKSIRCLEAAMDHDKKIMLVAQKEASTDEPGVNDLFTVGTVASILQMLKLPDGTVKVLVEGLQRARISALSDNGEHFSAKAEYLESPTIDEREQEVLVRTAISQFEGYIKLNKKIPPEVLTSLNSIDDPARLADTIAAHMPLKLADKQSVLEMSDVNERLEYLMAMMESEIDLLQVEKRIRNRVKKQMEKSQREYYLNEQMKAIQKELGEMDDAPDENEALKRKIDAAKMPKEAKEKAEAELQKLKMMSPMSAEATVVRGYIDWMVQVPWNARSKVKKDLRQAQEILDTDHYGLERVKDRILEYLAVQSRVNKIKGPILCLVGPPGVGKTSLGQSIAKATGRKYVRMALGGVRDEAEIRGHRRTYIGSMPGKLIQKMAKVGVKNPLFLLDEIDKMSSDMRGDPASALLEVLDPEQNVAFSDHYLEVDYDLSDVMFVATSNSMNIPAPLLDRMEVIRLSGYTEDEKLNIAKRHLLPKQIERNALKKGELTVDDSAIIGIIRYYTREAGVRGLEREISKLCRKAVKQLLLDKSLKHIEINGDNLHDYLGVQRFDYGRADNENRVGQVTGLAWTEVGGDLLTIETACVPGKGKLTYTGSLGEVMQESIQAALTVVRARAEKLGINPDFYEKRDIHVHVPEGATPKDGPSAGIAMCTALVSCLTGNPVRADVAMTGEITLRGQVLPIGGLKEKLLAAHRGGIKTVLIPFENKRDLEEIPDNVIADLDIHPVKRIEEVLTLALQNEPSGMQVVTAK
# SKN-1 block – suppressors of acrylamide-induced Pgst-4::GFP reporter in worms, primary screen, SKN-1 inhibitor project, whole organism, uHTS, GFP/RFP fluorescence ratio, strain VP596; inhibition, % at 21.8 µM; C. elegans VP596 Pgst-4::GFP/RFP ratio, 24 h; actives 0.49% (n = 360,000);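 active = interference check ratio from 0.5 to 1.5 plus GFP to RFP signal ratio inhibition reaching or exceeding a fixed threshold, cut at about 30% in these data, passing the limit was not always enough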; also: some compounds called inactive have numbers as strong as hits
# * hit, by the source's call; . = no result given. Compounds as they come (roughly 4% active in at least one column).
Compound	MsrA inh	bovine MsrA act	MT1-MMP act inh	TbMetRS inhib	FAS TE block	CendR NRP1 mod	MLLE-PAM2 inh	E coli Lon inh	SKN-1 block
NC(=O)COc1ccc(S(=O)(=O)N2CCCC2)cc1	1.1	-1	0	0.1	-4	-2	0	-9	-14
Cc1cc(NN)nc(NS(=O)(=O)c2ccccc2)n1	1.3	0	0	-0.1	0	-4	1	9	-6
Cc1cccc(OCC(=O)N/N=C/c2cccn2C)c1	2.5	-2	6	0.3	-2	-2	-12	-8	-10
CN(C=O)c1ccc(CSc2ccccc2)cc1	0.1	-7	-2	-0.2	-2	8	15	-2	12
COC(=O)C1=C(C)Nc2ncnn2C1c1ccc(C)o1 (stereo not given)	-0.9	-3	1	-0.5	-9	1	-13	3	-4
CC1SCC(=O)N(CC(=O)Nc2ccc3c(c2)OCO3)C1=O (stereo not given)	-0.9	-3	1	0.2	-10	4	-5	-11	4
COc1ccc(OCCN2CCN(C(=O)c3ccc(OC)c(OC)c3)CC2)cc1	-0.1	-3	-3	-0.8	-2	6	-6	-2	10
C=CCNC(=O)c1onc(CSc2ccccc2F)c1C(=O)O	0.6	-3	2	-0.3	-9	-18	14	-4	1
CC(C)c1nc(NCC2CCCO2)c(C#N)c2c1COC(C)(C)C2 (stereo not given)	1.4	10.0*	-1	0.2	4	-6	-6	-2	-9
COc1cc2c(cc1OC)CN(C(=O)Cn1ccccc1=O)CC2	.	-5	-4	-1.4	-4	-2	-1	-2	-10
CCCC(=O)N1CCCC(C(=O)c2cccc(OC(C)C)c2)C1 (stereo not given)	-0.3	-4	0	-0.3	-1	10	-8	-3	0
C(=N\Nc1nncc2ccccc12)/c1ccccn1	2.0	-3	-12	-0.4	-4	-1	-12	-80	-3
COc1ccc(C(=O)CSc2[nH]c(=O)cc(C(F)(F)F)c2C#N)cc1	0.8	-2	-4	-0.5	10	0	-12	-11	0
O=C(CSc1ccsc1[N+](=O)[O-])N1CCN(c2ccc(Cl)cc2)CC1	0.8	-1	-2	0.8	10	-10	3	0	5
FC(F)(F)c1nnc(-c2ccccc2)nc1Oc1ccc(Cl)cc1Cl	-0.8	1	-2	-0.4	37	4	-4	-3	3
CCOC(=O)C1CCCN(C(=O)Cn2nc(C)n3nc(-c4ccccc4)cc3c2=O)C1 (stereo not given)	-0.4	2	-1	-0.2	-4	14	0	4	-8
Cc1ccc(C(=O)c2cc3ccccc3o2)cc1C	2.4	-5	0	-0.1	14	3	-14	-1	31
N#CC1(NC(=O)COc2ccccc2[N+](=O)[O-])CCCCC1	1.5	-2	-10	-0.1	-2	-1	-117	-1	12
O=C(c1[nH]c(C(F)(F)F)nc1-c1ccccc1)N1CCN(c2ccccc2)CC1	0.9	-9	7	-1.1	-2	5	7	-6	-10
COc1cc(OC)cc(C(=O)NCC(=O)OCC(=O)NC(C)(C)C)c1	-0.1	-9	-6	-1.2	-6	-3	-9	-1	-6
O=c1nc(N2CCCC2)nc(N2CCCC2)[nH]1	-1.5	-5	0	-0.1	-5	-8	0	-9	-7
O=C(Nc1ccccc1C(=O)O)c1ccc(NC(=O)C2CCCCC2)cc1	0.9	-2	-3	-0.8	0	-3	9	17	8
Cc1cc(C)c(S(=O)(=O)Nn2cnnc2)c(C)c1	-1.5	-8	-7	-0.2	-8	-4	-6	0	3
CCOC(=O)C(C)N1c2cccc3cccc(c23)S1(=O)=O (stereo not given)	1.9	-1	17	0.3	-1	-10	13	-7	-4
COc1ccc(-c2nnc(SCC(=O)Nc3cc(C)on3)n2C)cc1OC	-0.7	-10	4	-1.1	-8	7	3	-10	-5
CC(C)N(C(=O)[C@H]1C[C@H](CC(=O)NCCCn2ccnc2)C(=O)N2CCc3c([nH]c4ccc(Cl)cc34)[C@]12C)C(C)C	0.1	0	4	-1.0	-7	8	-2	-7	7
COc1ccc(-n2nc3c(c2NC(=O)c2ccco2)CS(=O)(=O)C3)cc1	0.2	-1	1	-0.3	-6	5	-10	-6	19
Cc1cc(C(=O)OCCO)c(C#N)c(N)n1	0.1	-1	4	-0.9	-7	-12	4	1	-6
O=C(/C=C/c1ccc(Cl)cc1Cl)Nc1cccc(S(=O)(=O)NC2=NCCCCC2)c1	2.6	-2	3	1.2	8	4	-19	8	11
COc1ccc(C(=O)NC(=S)N(Cc2ccccc2)Cc2ccccc2)cc1	0.6	-6	12	-0.8	21	2	31	4	1
CCOC(=O)[C@]12CCCC=C1N(CCC1=CCCCC1)C(=O)[C@H](CC(=O)N1CCC(c3ccccc3)CC1)C2	-0.2	.	-14	0.3	.	6	.	.	20
CCn1c(-c2cc(-c3ccc(C)cc3)nc3ccccc23)n[nH]c1=S	1.1	1	1	-0.6	0	15	-73	1	-10
O=[N+]([O-])c1ccc(NC(=S)NCCc2ccc(F)cc2)cc1	1.4	-5	-38	0.3	48	1	13	18	13
COCCNc1nc2c(c(=O)n(Cc3cccc(Br)c3)c(=O)n2C)n1C	-1.1	0	2	-0.1	-2	16	5	5	16
Cn1c(=O)c2c(nc(SCc3ccccc3)n2Cc2ccc(Cl)cc2)n(C)c1=O	-0.3	-1	-12	-0.3	18	17	-1	7	17
COc1ccccc1N(C)S(=O)(=O)c1ccc(C(=O)Nc2nc(C)cs2)cc1	1.8	-4	-1	-0.6	-2	-3	-1	-1	4
CC1CCCN(Cc2cnc(Cl)s2)C1 (stereo not given)	0.0	3	3	-0.7	-1	-11	4	3	-11
COC(=O)c1[nH]c(=O)c2ccccc2c1O	.	-7	9	-0.8	-2	-5	16	-12	-6
Cc1ccc(C(=O)NCCNS(=O)(=O)c2ccccc2)cn1	-2.4	1	6	-0.2	-6	12	-6	9	-3
CCC(C)Sc1ccc(-c2nc3ccc(C)cn3c2NCc2ccccc2)cc1OC (stereo not given)	.	-14	5	-0.5	27	-17	-24	12	6
CN(C)c1ccnc(Oc2ccccc2)c1C#N	-0.1	-2	-8	0.4	6	-2	-10	0	16
CCOC(=O)c1c(-c2ccccc2)oc2ccc(OCC(=O)NNC(=O)CCCC(=O)O)cc12	1.8	-1	1	-1.0	-4	12	-1	2	-9
O=C(CCNC(=O)N1CC(=O)Nc2ccccc21)Nc1cccc(Cl)c1	-0.8	-2	5	0.6	-6	-7	0	-10	7
Cc1ccc(S(=O)(=O)N(C)c2cc(S(=O)(=O)N3CCC(C)CC3)c(C)cc2C)cc1	0.6	-12	-4	-1.0	26	1	-4	9	6
Cc1ccc(C(=O)N(NC2=NS(=O)(=O)c3ccccc32)S(=O)(=O)c2ccc(C)cc2)cc1	1.4	-3	2	-0.6	-4	-6	-6	10	-25
CCOC(=O)c1c(NC(=O)CN2C(=O)NC3(CCCCC3)C2=O)sc(C)c1-c1ccc(C)cc1	-0.7	-13	0	-1.4	16	3	4	-1	-1
O=C(O)c1c(C(=O)O)c(-c2ccc(Cl)c(Cl)c2)n2c1CSC2	0.7	-2	-1	-1.1	1	-29	25	-5	-5
COc1cc(NC(=O)CCCNC(=O)Cn2cnc3sc4c(c3c2=O)CCCC4)cc(OC)c1OC	-0.3	-13	5	-0.4	1	4	-6	6	-16
CN(C)CCNC(=O)c1onc(CSc2ccncc2)c1C(=O)NCCN(C)C	-0.2	-4	2	-0.4	-16	17	-2	-3	-10
CCC1(c2ccc(F)cc2)NC(=O)N(CC(=O)Nc2cccnc2Cl)C1=O (stereo not given)	-1.6	-1	0	-0.4	-7	-8	-3	1	5
O=C(Nc1cccc2ncccc12)c1ccccc1[N+](=O)[O-]	0.8	-1	-1	-0.8	-7	8	10	2	12
O=C(NC1C2CC3CC(C2)CC1C3)c1ccc(Br)o1 (stereo not given)	0.1	0	0	-0.1	0	13	-2	6	19
CN1CCN(c2ccc(Cl)cc2NC(=O)c2ccc([N+](=O)[O-])cc2)CC1	1.3	-4	-10	-0.6	2	-2	-7	-3	-4
Cc1nc(=O)c(-c2ccccc2)c(C)n1-c1ccc(S(N)(=O)=O)cc1	-1.0	-3	2	-1.4	-2	3	2	-3	-1
Cc1noc(NC(=O)c2cccc(C(F)(F)F)c2)c1Cl	2.1	-2	-1	0.1	-3	4	-3	-2	-4
CCCCc1ccc(NC(=S)N2CCCC2)cc1	-0.7	-5	-2	-0.2	3	-2	-126	-13	21
C[C@@H]1COc2cc(N3CCC[C@@H]3CO)ccc2S(=O)(=O)N1	-1.6	6	4	-0.4	-13	-1	.	1	6
Cc1ccc(Nc2nc(NCC3CCCO3)nc(N)c2[N+](=O)[O-])cc1C (stereo not given)	0.6	-4	-1	-1.0	-2	-26	-9	-1	0
O=C(Nc1ccc(OC(F)(F)F)cc1)c1cc(S(=O)(=O)N2CCCCC2)ccc1N1CCOCC1	-0.6	-2	0	0.1	12	2	-1	1	-2
O=C(N/C(=C/c1ccc(Cl)cc1)C(=O)N1CCCCC1)c1ccco1	2.4	0	-1	-0.6	0	2	10	4	15

# (continued)
Compound	MsrA inh	bovine MsrA act	MT1-MMP act inh	TbMetRS inhib	FAS TE block	CendR NRP1 mod	MLLE-PAM2 inh	E coli Lon inh	SKN-1 block
Cn1cnnc1SCC(=O)Nc1ccc2nc(SCc3ccccc3)sc2c1	-0.2	-2	-4	-0.7	-11	-4	-11	-3	7
CC(=O)Nc1ccc(S(=O)(=O)N(C)CC(=O)OCC(=O)Nc2cccnc2Cl)cc1	-0.3	-13	1	-0.8	-4	-23	8	10	-5
CCNC(=O)NC(=O)C(C)N1C(=O)NC(c2ccccc2)(c2ccccc2)C1=O (stereo not given)	-0.8	0	3	-0.3	0	4	-18	-3	7
CC(C)c1cccc(C(C)C)c1OCCCCCN1CCOCC1	-1.3	-1	2	-0.3	1	-1	-2	-7	-7
Cc1ccccc1NC(=O)CN1C(=O)S/C(=C\c2cccn2-c2cccc(C(=O)O)c2)C1=O	0.5	-4	2	-1.2	-8	-29	6	0	-4
COc1ccc(CN2CCNC(=O)C2CC(=O)O)c(OC)c1 (stereo not given)	0.8	-13	-2	-0.1	-9	-30	0	-7	-15
COc1ccc(Cl)cc1C(=O)n1cnc2ccccc21	-0.1	-5	0	-0.9	-6	4	-13	1	-11

# Another view of part of the listing above.
Compound: CN1CCN(c2ccc(Cl)cc2NC(=O)c2ccc([N+](=O)[O-])cc2)CC1
  MsrA inh: 1.3; bovine MsrA act: -4; MT1-MMP act inh: -10; TbMetRS inhib: -0.6; FAS TE block: 2; CendR NRP1 mod: -2; MLLE-PAM2 inh: -7; E coli Lon inh: -3; SKN-1 block: -4

Compound: Cc1nc(=O)c(-c2ccccc2)c(C)n1-c1ccc(S(N)(=O)=O)cc1
  MsrA inh: -1.0; bovine MsrA act: -3; MT1-MMP act inh: 2; TbMetRS inhib: -1.4; FAS TE block: -2; CendR NRP1 mod: 3; MLLE-PAM2 inh: 2; E coli Lon inh: -3; SKN-1 block: -1
